MazF activator – MazEF (E. coli) toxin RNase activation | P0AE70 | FAM/BHQ RNA-DNA oligo cleavage fluorescence, 5 h | activation, % at 20 µM | 0.32% of 350,000 active | AID 504720; in the data active = activation above about 50%
Target sequence (P0AE70 whole entry, looked up): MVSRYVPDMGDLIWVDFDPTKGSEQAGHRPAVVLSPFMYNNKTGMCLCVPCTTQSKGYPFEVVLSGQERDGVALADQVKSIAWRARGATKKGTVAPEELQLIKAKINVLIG
VHR inh abs – blocks human VHR1 dual specificity phosphatase | P51452 | recombinant VHR phosphatase, pNPP absorbance | inhibition, % at 13.3 µM | 0.52% of 290,000 active | AID 1654; in the data active = inhibition above about 50%; note: some compounds called inactive have numbers as strong as hits
Target sequence (P51452 whole entry, looked up): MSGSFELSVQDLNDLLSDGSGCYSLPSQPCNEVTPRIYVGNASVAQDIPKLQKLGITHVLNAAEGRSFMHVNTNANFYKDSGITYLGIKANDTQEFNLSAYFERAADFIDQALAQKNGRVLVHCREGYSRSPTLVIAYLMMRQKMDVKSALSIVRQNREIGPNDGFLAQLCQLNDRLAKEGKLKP
SSB-PriA inh – blocks PriA binding to SSB C-terminal tail. 0.6% of 430,000 active. AlphaScreen SSBct-PriA binding, biotinylated peptide. inhibition, % at 33 µM. AID 1272365; in the data active = inhibition mostly above about 37%, no sharp cut-off; inactive = mostly below about 20%;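 note: plate controls were negative control peptide for no effect and reference peptide for full effect; strong numbers were not always called active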
BioA inh – blocks M. tuberculosis BioA enzyme activity; inhibition, % at 9.99 µM; AID 602481; 0.096% of 360,000 active; purified M. tuberculosis BioA enzyme, plate reader; in the data active = inhibition above about 40%
Rv3671c inh – Rv3671c (M. tuberculosis) protease inhibition; 0.048% of 320,000 active; P9WHR9; AID 2606; inhibition, % at 5.96 µM; in the data active = inhibition above about 38%;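 note: extracellular domain of Rv3671c used as enzyme; 0% = enzyme with DMSO and 100% = no enzyme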
Target sequence (P9WHR9 whole entry, looked up, the tested form may be a part): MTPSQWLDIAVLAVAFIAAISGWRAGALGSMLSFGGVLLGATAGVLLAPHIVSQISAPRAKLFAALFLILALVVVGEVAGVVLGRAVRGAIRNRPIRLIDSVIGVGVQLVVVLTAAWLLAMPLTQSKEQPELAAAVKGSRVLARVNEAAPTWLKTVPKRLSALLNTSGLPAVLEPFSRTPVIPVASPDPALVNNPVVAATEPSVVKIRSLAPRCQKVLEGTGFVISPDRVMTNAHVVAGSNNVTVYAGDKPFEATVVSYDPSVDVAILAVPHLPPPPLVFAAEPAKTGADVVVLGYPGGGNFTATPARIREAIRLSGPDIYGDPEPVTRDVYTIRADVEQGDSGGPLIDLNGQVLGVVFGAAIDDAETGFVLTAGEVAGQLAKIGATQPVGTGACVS
BH1578 lux ind – inducers of Vibrio cholerae quorum light production without autoinducers; V. cholerae BH1578 lux reporter, luminescence, 6 h; activation, % at 18.7 µM; 0.16% of 350,000 active; in the data active = activation mostly above about 9.7%, no sharp cut-off; note: not every result past the cut was called active; inactives centre near 0; reference of the scale not given here
GDH-TPI counter – inhibits GDH-TPI coupling enzymes, artifact for Mtb FBA screen; inhibition, % at 4.8 µM; 1.2% of 360,000 active; GDH-TPI coupled enzyme counterscreen, NADH absorbance; AID 588335; in the data active = inhibition above about 30%;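 note: 0% = DMSO wells and 100% = wells lacking the enzyme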
UGM FP inh – blocks M. tuberculosis UGM enzyme | P9WIQ1 | purified UGM, fluorescence polarization probe displacement | inhibition, % at 10 µM | 0.06% of 320,000 active | AID 504406; in the data active = inhibition above about 10%, passing the limit was not always enough
FBA Mtb inh – inhibits M. tuberculosis FBA enzyme. P9WQA3. purified M. tuberculosis FBA, fluorescence read-out. inhibition, % at 1 µM. 2.3% of 360,000 active. AID 588726; in the data active = inhibition above about 27%;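 note: 0% = vehicle and 100% = reference inhibitor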
SARS 3CLpro inh – SARS-CoV 3CLpro protease inhibition; P0C6X7; recombinant SARS-CoV 3CLpro, quenched FRET peptide cleavage; inhibition, % at 6 µM; 0.14% of 290,000 active; AID 1706; in the data active = inhibition above about 12%
Starred values were filed as active, the others as inactive; i = inactive; nt = not tested or not shown.

Second line of a record – MazF activator, VHR inh abs, SSB-PriA inh, BioA inh, Rv3671c inh, BH1578 lux ind, GDH-TPI counter, UGM FP inh, FBA Mtb inh, SARS 3CLpro inh
> CCc1nn(CCCC(=O)N(C)Cc2ccccc2)c(=O)c2cc3occc3n12
 : 4, 6, 13, 50*, 4, -0.3, 5, -0.9, 0, -4
> Cc1ccc(Nc2nc(CSc3nnc(-c4ccc(F)cc4)n3C)cs2)cc1
 : -1, 14, 13, -0.2, -6, -0.4, 0, -1.2, 3, -8
> O=C1CC(C(=O)N2CCN(c3ccccn3)CC2)CN1Cc1ccccc1Cl (centres undefined)
 : -1, nt, -1, 3.7, 2, i, -6, -1.4, 8, nt
> COc1cccc(NC(=O)c2cnc(SCC(=O)NCc3ccc4c(c3)OCO4)n(C)c2=O)c1
 : 18, nt, 3, nt, -3, -0.3, 3, -2.2, 2, nt
> CC(=O)c1sc(-c2ccc(F)cc2)cc1NS(=O)(=O)c1ccc(C)cc1
 : 0, 10, -3, nt, 1, -0.9, 2, -0.8, 2, 5
> CCCNC(=O)C1(C)CCN(CCOc2ccc(Cl)cc2)C1 (centres undefined)
 : nt, nt, nt, -0.9, nt, -0.8, -7, nt, -1, nt
> Cc1nnc(N/N=C/c2c[nH]c3ccccc23)[nH]c1=O
 : 6, 8, nt, -1.0, 3, -0.4, 29, 0.8, 4, -1
> N#CCCN(Cc1ccccc1)C(=O)Nc1ccc2c(c1)CCO2
 : 7, -8, -7, 0.8, 1, -0.1, 0, -1.3, 3, -6
> O=C(c1ccncc1)c1nccn1-c1ccccn1
 : 4, 30, 2, -1.4, 2, i, 0, -1.3, -1, 1
> Cc1cccc(S(=O)(=O)N2CN(CC3CCCO3)c3nc4ccccc4nc32)c1 (centres undefined)
 : 0, 11, 3, 0.5, -3, -5.4, 12, -0.6, 16, -3

Remaining list, next part:
Second line of a record – MazF activator, VHR inh abs, SSB-PriA inh, BioA inh, Rv3671c inh, BH1578 lux ind, GDH-TPI counter, UGM FP inh, FBA Mtb inh, SARS 3CLpro inh
> COc1ccccc1NC(=O)C(=O)N(c1cccnc1)C(C(=O)NC(C)(C)C)c1ccccc1F (centres undefined)
 : -3, 34, -3, nt, -6, 1.5, -1, -5.5, 5, 3
> O=c1[nH]c(=O)n(C2CCCO2)cc1Br (centres undefined)
 : 10, 1, -6, -0.3, -7, i, -12, 0.7, -1, 2
> CCOc1ccccc1C1CC(=O)NC2=C1C(=O)CC(C)(C)C2 (centres undefined)
 : 0, 22, -7, 0.1, 2, -0.7, -5, -0.5, -2, 3
> COc1ccc(N2CCN(C(=O)c3cc(C)oc3C)CC2)cc1
 : -5, 34, -6, 2.4, 3, -0.1, 7, -0.6, 3, -2
> COc1ccc(/C=C/C(=O)c2ccc(Cl)cc2)c(OC)c1
 : -9, 0, 0, -2.2, -8, i, 1, 2.2, -1, 2
> COc1ccc([N+](=O)[O-])cc1N(CC(=O)O)S(C)(=O)=O
 : 4, 17, -4, 0.3, 3, 0.9, 7, -1.3, 2, 7
> Cc1cc2cc(CN(CC3CCCO3)C(=S)NCc3ccco3)c(=O)[nH]c2cc1C (centres undefined)
 : 5, 38, 1, nt, -1, i, 10, 0.4, 3, 3
> CCN(CC)CCOC(=O)c1cccc(OC)c1
 : 0, -16, -2, -2.5, 3, -0.1, 1, -0.2, 3, 1
> Clc1ccc(/C=N/NC2=Nc3cccc4cccc2c34)cc1
 : 16, -13, nt, nt, -6, -0.2, 6, nt, -9, 1
> CCc1ccccc1N1C(=O)C2C3C=CC(CC3)C2C1=O (centres undefined)
 : 8, 5, -8, -0.4, -4, i, -8, -0.3, 0, 0

Further records follow:
Second line of a record – MazF activator, VHR inh abs, SSB-PriA inh, BioA inh, Rv3671c inh, BH1578 lux ind, GDH-TPI counter, UGM FP inh, FBA Mtb inh, SARS 3CLpro inh
> CCN(CC)CCNC(=O)C(=O)NCC1OCCN1S(=O)(=O)c1cccs1 (centres undefined)
 : 1, 10, -12, -0.7, 2, -0.8, 7, 0.0, 0, -5
> COc1cccc2cc(C(=O)OCC(=O)NCc3ccc4c(c3)OCO4)c(=O)oc12
 : 3, 19, -4, nt, -1, i, 6, -2.6, -1, 5
> C/C(=C/C(=O)N1CCc2ccccc21)C(=O)O
 : 2, 4, -4, nt, -6, -0.3, 2, -3.6, 2, -1
> Cc1ccc(C(=O)CNc2cccc(Cl)c2)cc1
 : 3, 21, -11, -1.3, -6, i, -3, 0.3, -2, -1
> Cc1cc(C)cc(N(CCC#N)C(=O)CN2C(=O)NC3(CCCC3)C2=O)c1
 : -6, -12, -16, 1.0, 2, -0.3, 1, 3.0, 1, 3
> Fc1cccc(NC(=S)NCc2ccccc2Cl)c1
 : 3, 25, -16, 6.9, 7, 1.6, -6, -1.5, 1, -2
> Cc1ccc(/C=C/C(=O)O)cc1S(=O)(=O)NCCCO
 : 3, -7, -13, nt, 7, i, -4, -2.1, 5, -2
> CCOc1ccc(N2C(=O)CC(Cc3cc(C)cc(C)c3)C2=O)cc1 (centres undefined)
 : -7, 4, -11, -2.1, nt, -0.1, -4, 2.6, 1, 5
> N#CCCN(C(=O)COC(=O)CNC(=O)C12CC3CC(CC(C3)C1)C2)c1ccccc1
 : -2, nt, -10, 1.0, 5, -1.4, 4, -0.5, -3, nt
> COc1ccc(-n2cc(CN3CCC(OC)CC3)c(-c3cccc(F)c3)n2)cc1
 : 8, 30, -10, -0.4, -8, 0.7, -8, -3.4, 10, 0

Following part
Second line of a record – MazF activator, VHR inh abs, SSB-PriA inh, BioA inh, Rv3671c inh, BH1578 lux ind, GDH-TPI counter, UGM FP inh, FBA Mtb inh, SARS 3CLpro inh
> CCOc1ccc(NC(=O)COc2ccc(C(=O)N3CCC(C(N)=O)CC3)cc2OC)cc1
 : 0, nt, -11, 0.5, 2, 1.0, 3, -0.3, 1, nt
> CCOC(=O)c1c(S(=O)(=O)N(C)C2CCCCC2)c(C)n(C)c1C
 : 11, -4, -11, 1.4, 0, -3.1, -7, -2.6, 1, 1
> CN1CCN(CC(O)COc2ccc(S(=O)(=O)N3CCOCC3)cc2)CC1 (centres undefined)
 : 5, nt, 3, -1.1, 0, i, 2, -2.9, 0, nt
> COc1cc(NC(=O)Cc2cccs2)c(C(=O)O)cc1OC
 : 3, 14, -8, -0.5, -7, -0.9, -5, -0.4, -3, 2
> COc1ccc(Br)cc1C(=O)NC(=S)Nc1c(C)n(C)n(-c2ccccc2)c1=O
 : 10, 8, -11, -0.9, 2, -0.3, 16, -0.8, 0, 0
> Cc1cc(Oc2ccccc2)nc(SCC(=O)Nc2ccc(Cl)cc2Cl)n1
 : -2, 24, -4, -1.0, -4, -0.2, 9, -1.3, 0, -3
> Cc1cccc(N(Cc2ccccc2)C(=O)c2ccccc2S(C)(=O)=O)c1
 : -2, 18, -1, 1.2, -3, -2.5, 8, 2.7, 0, -1
> CC(=O)Nc1cccc(NC(=O)C2CCCN2C(=O)Nc2cccc(F)c2)c1 (centres undefined)
 : -2, 40, 5, 0.8, 1, -0.3, 4, -2.2, 4, 1
> COC(=O)c1ccccc1NC(=O)c1onc(C)c1Cl
 : -6, -10, -1, 0.2, nt, -1.1, 5, nt, 3, 1
> CC(=O)Nc1ccccc1C(=O)C(=O)Nc1ccccc1
 : -2, 10, -3, 0.8, -1, 12, -8, 1.1, 3, 0

Continuation:
Second line of a record – MazF activator, VHR inh abs, SSB-PriA inh, BioA inh, Rv3671c inh, BH1578 lux ind, GDH-TPI counter, UGM FP inh, FBA Mtb inh, SARS 3CLpro inh
> CC(C)C(=O)Nc1ccc(NC(=O)c2ccc3c(c2)OCO3)cc1
 : 8, 16, -9, 3.1, -1, i, 4, -0.5, -1, -2
> COc1cc([C@@H]2c3cc4c(cc3[C@@H](OC)[C@H]3COC(=O)[C@H]23)OCO4)cc(OC)c1O
 : 11, -12, -7, -0.1, 8, -0.4, 6, -4.2, 0, nt
> Cc1c(Cl)cccc1NC(=S)Nc1ccc2[nH]c(=O)[nH]c2c1
 : -9, 4, 9, -0.2, 1, 0.4, -18, -1.5, -2, 2
> CC(N)Cc1c[nH]c2c1ccc1ccccc12 (centres undefined)
 : 4, 14, 19, -0.9, -3, i, 12, -0.7, 7, 0
> Cc1nn(C)c(C)c1/C=C/C(=O)O
 : 11, -2, 2, -1.3, 7, i, -2, -2.9, 0, 3
> Cc1cccc(C)c1NC(=O)CN(C)C(=O)/C=C/c1cccs1
 : 4, 2, -1, -1.5, 7, i, 10, -2.9, -3, -3
> CSCCC(NS(=O)(=O)c1cc(C(=O)O)ccc1Cl)C(=O)O (centres undefined)
 : -4, 23, -12, nt, 1, i, 1, 0.3, 1, -2
> O=C(c1cccc(-n2cccc2)c1)N1CCN(S(=O)(=O)c2ccccc2Br)CC1
 : -3, nt, 4, -1.9, nt, 1.2, 4, nt, 3, nt
> COc1cccc(/C=N/n2c(-c3cc(C)[nH]n3)n[nH]c2=S)c1OC
 : 12, 0, nt, nt, 9, -0.8, -1, 0.6, -1, 3
> O=C(COc1ccc(Cl)cc1Cl)NCC(=O)N/N=C/c1c[nH]c2ccccc12
 : 8, 9, nt, nt, -13, i, 9, 0.4, -3, -1

Additional records follow:
Second line of a record – MazF activator, VHR inh abs, SSB-PriA inh, BioA inh, Rv3671c inh, BH1578 lux ind, GDH-TPI counter, UGM FP inh, FBA Mtb inh, SARS 3CLpro inh
> O=C1CC(N2CCN(c3ccc(S(=O)(=O)N4CCCC4)cc3)CC2)C(=O)N1c1ccc(F)cc1 (centres undefined)
 : 0, 14, -3, -0.5, 6, -0.7, 4, -3.7, 4, 2
> COc1ccccc1N1C(C)=CC(=C(C#N)c2nc3ccccc3s2)C=C1C
 : -50, 26, -2, nt, -3, -3.4, 9, 3.4, -3, -1
> CC1CCN(Cc2c(C(=O)N/N=C/c3ccc(C(F)(F)F)cc3)nnn2-c2nonc2N)CC1
 : 10, 10, nt, -0.2, -7, -0.1, 11, -0.7, 1, -1
> CC(C)CCNC(=O)CNC(=S)N(CCCN1CCOCC1)Cc1cccs1
 : -6, -4, 3, 0.5, 5, -0.2, 11, -1.0, -2, -4
> CC1(c2cccc(Br)c2)NC(=O)N(CC(=O)c2ccc3c(c2)OCO3)C1=O (centres undefined)
 : -9, nt, nt, -0.1, nt, -0.1, -1, nt, 0, nt
> Cc1cc(C)n2c(nc3ccccc32)c1C(=O)NN
 : 3, 12, -15, -1.9, 6, i, 21, -5.3, 18, 4
> Cc1ccc(C(=O)C2CC2)cc1C
 : 10, nt, -11, -1.5, nt, i, 8, nt, -1, nt
> O=C(COC(=O)/C=C/c1ccc(F)cc1)NC(=O)NCc1ccccc1
 : -3, nt, nt, 0.4, nt, -0.7, 4, nt, 4, nt
> [O-][N+]12CC[N+]([O-])(CC1)c1ccccc12
 : -1, 11, -2, -0.5, -8, -0.4, -3, -0.7, 0, -7
> COc1ccccc1NC(=O)/C(=C/c1ccncc1)NC(=O)c1ccccc1
 : 6, 22, -10, 0.5, -9, -1.8, 4, 0.8, 1, -9
> CNC(=O)NC(=O)CSc1ccc(NC(C)=O)cc1
 : 1, 7, -8, 1.4, -2, -1.6, -2, 0.7, -5, 2

Assay outcomes from PubChem BioAssay.

Only part of the results is shown; rates above refer to the full screens.
